Screening results from PubChem BioAssay.
PME-1 inh = PME-1 inhibitors via competitive probe labeling, primary screen, biochemical, fluorescence polarization, FP-Rh probe, HTS. recombinant PME-1. AID 2130, 2009. Protein phosphatase methylesterase 1 (Homo sapiens), Q9Y570. inhibition, % at 5.9 µM. 320,000 compounds, 0.53% hits;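 active means inhibition above the campaign mean of all compounds plus 3 SD, cut at about 26% in these data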;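 further: competitive labeling of PME-1 active site by serine hydrolase directed probe; 0% = PME-1 with DMSO and 100% = wells lacking PME-1 enzyme; inhibitors block probe labeling so polarization falls and inhibition rises; many of its hits are not listed in these tables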
PAD4 inh = human PAD4 inhibitors, primary screen, biochemical, fluorescence polarization, 1536-well format; 330,000 compounds, 0.41% hits; recombinant PAD4, RCA probe fluorescence polarization; Protein-arginine deiminase type-4 (Homo sapiens), Q9UM07; inhibition, % at 6.36 µM;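 active means percent inhibition above a cutoff equal to the mean of all tested compounds plus 3 SD, cut at about 15% in these data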;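 further: 0% = PAD4 with RCA probe and DMSO and 100% = probe without PAD4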
TPT1 inhibitor = Candida albicans TPT1 enzyme inhibitors, primary screen, biochemical, fluorescence polarization; tRNA 2'-phosphotransferase TPT1 (Candida albicans SC5314); recombinant caTPT1, FP RNA substrate dephosphorylation; inhibition, % at 5 µM; 300,000 compounds, 0.81% hits; AID 1962, 2009;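 active means inhibition above the mean of all tested compounds plus 3 SD, set per screening campaign, cut at about 24% in these data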;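 further: plate controls were DMSO alone for no effect and ferristatin control at 100 nM for full effect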
MEX-5 binding = MEX-5 zinc finger RNA-binding disruptors – biochemical, C. elegans, fluorescence polarization, MLPCN library, primary screen. Zinc finger protein mex-5 (Caenorhabditis elegans), Q9XUB2. MEX-5/FITC-TCR2 RNA binding; stronger effect = lower value. activity score (negative = inhibition of binding), % at 10 µM. AID 1832, 2009. 300,000 compounds, 0.38% hits;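 active means inhibition past about -25% in most replicates, and total fluorescence under double the plate's negative control median, limit read from the data; inconclusive means replicates evenly split on the limit, or fluorescence at least double controls; inactive means too little inhibition in most replicates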;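 further: 0% = DMSO and -100% = 5 µM competing unlabeled TCR2 RNA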
Target sequence (Q9XUB2 whole entry, looked up): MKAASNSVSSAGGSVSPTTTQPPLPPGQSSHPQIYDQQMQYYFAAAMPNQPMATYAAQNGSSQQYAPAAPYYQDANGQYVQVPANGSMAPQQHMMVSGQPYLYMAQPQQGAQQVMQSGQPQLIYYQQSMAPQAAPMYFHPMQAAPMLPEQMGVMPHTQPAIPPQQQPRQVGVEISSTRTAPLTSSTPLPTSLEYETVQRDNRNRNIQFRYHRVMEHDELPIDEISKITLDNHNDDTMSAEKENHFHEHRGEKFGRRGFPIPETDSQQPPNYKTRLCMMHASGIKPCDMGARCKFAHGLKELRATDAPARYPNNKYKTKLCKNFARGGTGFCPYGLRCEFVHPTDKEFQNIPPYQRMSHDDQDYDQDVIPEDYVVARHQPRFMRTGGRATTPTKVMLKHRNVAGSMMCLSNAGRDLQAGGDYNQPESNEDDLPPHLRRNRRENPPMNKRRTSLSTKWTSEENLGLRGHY
BCLXL inh = inhibitors of human Bcl-xL, primary screen, biochemical, fluorescence polarization, HTS | Bcl-2-like protein 1 (Homo sapiens), Q07817 | GST-Bcl-xL / FITC-Bim BH3 peptide fluorescence polarization | inhibition, % at 10.9 µM | 320,000 compounds, 0.7% hits | AID 2129, 2009;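 active means inhibition above the mean of all tested compounds plus 3 SD, cutoff set per campaign, cut at about 30% in these data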;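 further: 0% = DMSO wells and 100% = unlabeled Bim-BH3 peptide competitor; inhibitors lower millipolarization by displacing the labeled peptide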
Fam108B counter = mouse Fam108B serine hydrolase inhibitors, primary screen, counter-screen for RBBP9 inhibitor project, biochemical, fluorescence polarization. recombinant Fam108B, FP-Rh probe fluorescence polarization. inhibition, % at 9.51 µM. 300,000 compounds, 0.33% hits. AID 1947, 2009;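 active means inhibition above the screen mean inhibition plus 3 SD, computed separately per campaign, cut at about 18% in these data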;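 further: inhibitors lower polarization as less probe binds the enzyme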
MCL1 BIM primary = inhibitors of MCL1 binding to BIM-BH3, primary screen, biochemical, fluorescence polarization. Induced myeloid leukemia cell differentiation protein Mcl-1 (Homo sapiens), Q07820. GST-MCL1 / FITC-Bim-BH3 fluorescence polarization. inhibition, % at 10.9 µM. 320,000 compounds, 0.68% hits. AID 2057, 2009;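 active means inhibition above the mean inhibition of all tested compounds plus 3 SD, set per campaign, cut at about 40% in these data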;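 further: 0% = DMSO wells and 100% = unlabeled Bim-BH3 peptide control; higher means more loss of mP so more displacement of Bim peptide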
GSTO1 counter = inhibitors of recombinant GSTO1, primary screen, counter-screen for RBBP9 inhibitor project, biochemical, fluorescence polarization. Glutathione S-transferase omega-1 (Homo sapiens), P78417. activity-based probe fluorescence polarization. inhibition, % at 5.96 µM. AID 1974, 2009. 300,000 compounds, 1.1% hits;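 active means inhibition above the campaign mean inhibition plus 3 SD, cut at about 35% in these data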;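 further: 0% = GSTO1-1 with DMSO and 100% = wells lacking GSTO1-1 enzyme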
GLD-1 RNA inh = GLD-1/TGE RNA complex disruptors, primary screen, biochemical, fluorescence polarization | Female germline-specific tumor suppressor gld-1 (Caenorhabditis elegans), Q17339 | purified GLD-1 + fluorescein TGE RNA | inhibition, % at 5.96 µM | 320,000 compounds, 0.44% hits | AID 2280, 2010;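 active means percent inhibition above a per-plate cutoff, the plate mean of test compounds plus 3 SD, cut at about 30% in these data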;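 further: 0% = DMSO wells with GLD-1 and probe and 100% = wells lacking GLD-1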
Target sequence (Q17339 whole entry, looked up): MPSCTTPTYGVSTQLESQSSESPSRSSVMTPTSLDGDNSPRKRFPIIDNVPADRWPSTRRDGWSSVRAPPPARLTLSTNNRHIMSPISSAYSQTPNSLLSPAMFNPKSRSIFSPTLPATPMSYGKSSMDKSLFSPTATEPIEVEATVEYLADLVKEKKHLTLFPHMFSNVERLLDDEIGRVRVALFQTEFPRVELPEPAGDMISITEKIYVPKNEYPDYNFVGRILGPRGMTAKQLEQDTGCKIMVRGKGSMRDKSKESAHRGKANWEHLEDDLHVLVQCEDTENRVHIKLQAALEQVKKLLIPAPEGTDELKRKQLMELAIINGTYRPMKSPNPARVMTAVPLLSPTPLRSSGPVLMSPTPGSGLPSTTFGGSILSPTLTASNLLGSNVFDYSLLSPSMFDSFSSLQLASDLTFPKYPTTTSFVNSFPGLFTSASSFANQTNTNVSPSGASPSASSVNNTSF
Active calls of the source: *; ? = inconclusive; . = no result given.

SMILES	PME-1 inh	PAD4 inh	TPT1 inhibitor	MEX-5 binding	BCLXL inh	Fam108B counter	MCL1 BIM primary	GSTO1 counter	GLD-1 RNA inh
CCOc1ccc(S(=O)(=O)N2CCN(c3ccc(C)cc3C)CC2)cc1	-2	3	0	0.7	1	2	-3	6	1
Cn1cc(S(=O)(=O)NC(c2ccccc2)c2ccccc2)c(=O)n(C)c1=O	5	-5	-1	0.5	1	4	-6	-3	-3
CC(C)=CCc1c(O)ccc(C(=O)Cc2ccccc2)c1O	-12	-3	2	0.2	-4	2	-1	-9	4
CC(NS(=O)(=O)c1cc2c3c(c1)CCC(=O)N3CCC2)c1ccccc1 (configuration not stated)	2	2	-1	1.6	-1	-3	-1	6	0
Cc1ccc2nsnc2c1NC(=O)c1cccnc1Cl	-4	-2	3	1.3	1	4	-9	3	1
CC1(C)OC(=O)C(=CNCC(=O)NCC(=O)O)C(=O)O1	-2	-5	-3	-2.0	3	1	6	-2	-2
CNCc1ccccc1OCC(=O)Nc1ccccc1	-2	-5	-3	.	0	1	1	9	4
COc1ccc(NC(=O)Cn2nnc(-c3ccccc3NC(=O)c3cccs3)n2)cc1	-4	4	-1	1.2	2	-14	0	3	4
CCOc1ccc(/C=C/C2=CC(C)(C)NC(=S)N2)cc1	5	0	-1	2.2	-6	4	-10	5	0
CCOC(=O)C(=O)/C(C#N)=C/Nc1ccc(Cl)cc1	4	-9	0	-1.5	4	1	5	-8	-6
O=C(COC(=O)c1ccco1)c1ccccc1	-2	3	-1	1.1	2	1	-3	2	-3
CC(C)=C(NC(=O)c1ccccc1)C(=O)N/N=C/c1ccc(O)cc1	3	-2	5	-0.3	0	-3	-6	-2	-10
O=C(CCN1C(=O)c2ccccc2C1=O)Nc1ccccc1C(F)(F)F	2	0	5	2.1	3	3	3	3	4
COc1ccc(C(=O)Nc2ccc3c(c2)OCCO3)cc1[N+](=O)[O-]	-5	-7	-3	0.9	2	2	-1	1	-4
CCN(CC)C(=O)c1cnn(-c2ccccc2)c1NC(=O)c1ccccc1F	-4	1	-7	-0.3	4	7	0	4	6
Cn1c(SCC(=O)NCc2ccc(F)cc2)ncc(C(=O)Nc2ccccc2)c1=O	0	4	1	1.0	3	1	-2	6	10
CCOC(=O)Cc1csc(NC(=S)NC(=O)C(C)(C)C)n1	-4	0	1	0.3	6	2	10	-2	0
CCOc1ccc(NC(=O)N2CCN(C(=O)c3ccco3)CC2)cc1	2	-2	0	-0.9	7	-1	4	-4	-8
Cn1ncc(Br)c1C(=O)Nc1ccc(Cl)cn1	-1	2	-4	-1.1	2	-3	4	-2	5
COc1cc(CNC(C)c2ccccc2)cc(Br)c1OCc1ccccc1 (configuration not stated)	1	1	0	3.9	6	-7	6	-9	6
O=C(COc1ccc(Br)cc1)N1CCN(S(=O)(=O)/C=C/c2ccccc2)CC1	9	-3	-2	-3.8	2	4	-2	1	4
CCOc1ccc(NC(=O)C(CC)NC(=O)c2ccccc2CO)cc1 (configuration not stated)	-6	-2	-3	0.6	1	4	4	-3	-3
CCn1c(SCC(=O)Nc2nc3ccc(C)cc3s2)nc2c(c1=O)SC(C)C2 (configuration not stated)	-10	-4	1	-1.4	5	-7	9	-8	-2
O=C(Cn1cnc2ccccc2c1=O)c1ccc(Br)cc1	3	-2	2	0.5	0	1	4	3	2
CCOc1cc(N2CCOCC2)c(OCC)cc1NC(=O)CSc1cccc[n+]1[O-]	-7	-17	-2	-6.1	2	0	-2	4	-1
CC(=O)c1c(C)n(C)c2ccc(OC(=O)c3ccco3)cc12	-3	-2	1	-3.1	4	-3	2	4	3
O=C(c1sc2cccc(Cl)c2c1Cl)N1CCN(CCc2ccccn2)CC1	2	-1	-2	0.5	2	-7	-9	-6	2
O=S(=O)(NCC1CCCO1)c1cccc(C(F)(F)F)c1 (configuration not stated)	-1	-4	0	0.3	0	4	6	-2	6
COCCNC(=S)N1CCN(Cc2ccc3c(c2)OCO3)CC1	2	0	-2	0.1	4	-4	10	5	0
CCCOC(=O)c1ccc(NC(=O)CC(C)(C)C)cc1	-7	0	0	0.1	3	-1	-6	-6	5
COC(=O)C1=C[C@@H](C(=O)OC)[C@@H]2C3=C(C(=O)[C@@]2(C)NC(=O)c2ccccc2)[C@H](C)C(C(=O)OC)=C(C(=O)OC)[C@@H]3C1	0	1	-2	1.9	4	-1	11	11	-2
CCN(CC)c1nc2ccccc2nc1C(C#N)C(=O)NCCc1ccccc1 (configuration not stated)	6	-10	8	?	1	-3	-5	2	-2
COc1cccc(NC(=O)Nc2cc(C)ccc2F)c1	-1	-7	1	1.4	9	-4	2	-3	3
COCCNC(=O)COC(=O)/C=C/c1cnc2ccccc2n1	0	-9	-1	1.0	3	0	0	1	9
Cc1cc(C)cc(NC(=O)NN2C(C)CCCC2C)c1 (configuration not stated)	1	1	1	2.7	0	-5	-6	6	-3
N#CCCC12CCCCC1=Nc1ccccc12 (configuration not stated)	0	-2	-7	-2.2	19	-6	18	-4	0
CCOCCn1c(CN2CCN(c3ccccc3)CC2)nc2c1c(=O)n(C)c(=O)n2C	5	-13	-4	0.7	-1	-4	-4	0	-4
Cc1cccc2c1cnn2C(=O)Nc1ccc(Br)cc1F	-5	-4	-2	-2.1	3	-1	-3	5	4
COc1ccc(/C=C2\CCCC3C2=NN(C(=O)c2scnc2C)C3c2ccc(OC)cc2)cc1 (configuration not stated)	-3	1	3	-0.1	-5	-6	0	3	-2
Fc1ccc(F)c(CNc2ncnc3cc(Cl)ccc23)c1	0	1	-2	1.1	8	-2	6	1	2

6 compounds out of the list, arranged by SMILES length, smallest number first.
SMILES	PME-1 inh	PAD4 inh	TPT1 inhibitor	MEX-5 binding	BCLXL inh	Fam108B counter	MCL1 BIM primary	GSTO1 counter	GLD-1 RNA inh
COCCNC(=S)N1CCN(Cc2ccc3c(c2)OCO3)CC1	2	0	-2	0.1	4	-4	10	5	0
CC(=O)c1c(C)n(C)c2ccc(OC(=O)c3ccco3)cc12	-3	-2	1	-3.1	4	-3	2	4	3
CCn1c(SCC(=O)Nc2nc3ccc(C)cc3s2)nc2c(c1=O)SC(C)C2 (configuration not stated)	-10	-4	1	-1.4	5	-7	9	-8	-2
CCOc1cc(N2CCOCC2)c(OCC)cc1NC(=O)CSc1cccc[n+]1[O-]	-7	-17	-2	-6.1	2	0	-2	4	-1
CCOCCn1c(CN2CCN(c3ccccc3)CC2)nc2c1c(=O)n(C)c(=O)n2C	5	-13	-4	0.7	-1	-4	-4	0	-4
COc1ccc(/C=C2\CCCC3C2=NN(C(=O)c2scnc2C)C3c2ccc(OC)cc2)cc1 (configuration not stated)	-3	1	3	-0.1	-5	-6	0	3	-2

Sorted by the number under GLD-1 RNA inh (lowest first): three from the list above
molecule,PME-1 inh,PAD4 inh,TPT1 inhibitor,MEX-5 binding,BCLXL inh,MCL1 BIM primary,GLD-1 RNA inh
N#CCCC12CCCCC1=Nc1ccccc12 (configuration not stated),0,-2,-7,-2.2,19,18,0
Cc1cccc2c1cnn2C(=O)Nc1ccc(Br)cc1F,-5,-4,-2,-2.1,3,-3,4
O=S(=O)(NCC1CCCO1)c1cccc(C(F)(F)F)c1 (configuration not stated),-1,-4,0,0.3,0,6,6

Next entries.
SMILES	PME-1 inh	PAD4 inh	TPT1 inhibitor	MEX-5 binding	BCLXL inh	Fam108B counter	MCL1 BIM primary	GSTO1 counter	GLD-1 RNA inh
CC(C)Cc1nnc(NC(=O)CSc2nc(-c3ccccc3)cc(=O)[nH]2)s1	-23	-4	1	-0.4	2	-3	3	14	-1
COc1ccc(C(=O)NC2CCN(C(=S)Nc3cccc(C)c3)CC2)cc1	-2	0	1	-1.1	5	4	7	0	6
COC(=O)CCC(=O)c1oc2ccccc2c1NC(=O)CCCN1C(=O)c2ccccc2C1=O	-12	2	3	-2.7	7	2	7	11	3
CCCCCCCc1ccc(-c2ccc(O)cc2)nc1	-12	-3	-1	2.1	-4	-1	-5	3	9
O=C(NC1CCCc2ccccc21)C1CCC(CNS(=O)(=O)c2cccc3nsnc23)CC1 (configuration not stated)	2	4	4	-3.4	5	0	4	-4	5
O=C(Nc1ccc(F)cc1)c1ccc2c(c1)S(=O)(=O)N=C1CCCCCN12	-2	-2	.	.	1	.	3	.	-3
COc1ccccc1CNC(=O)C(C)Oc1ccccc1 (configuration not stated)	-5	0	-2	1.9	8	1	-4	9	-4
O=C(Cn1nnc2c(cnn2-c2ccc(F)cc2)c1=O)OC1CCCCC1	0	1	-8	-2.1	4	-5	2	1	-5
Brc1ccccc1C1N=C(c2ccccc2)NO1 (configuration not stated)	-1	0	4	-1.3	1	-1	-2	0	2
COc1cccc(C=Nc2ccccc2C(=O)Nc2nccs2)c1OC	1	-3	-4	2.2	-1	-1	0	-1	3
Cc1ccc(-n2nc3cc(C)c(NC(=S)NC(=O)/C=C/c4ccco4)cc3n2)cc1	0	-3	1	-5.2	4	-8	5	5	9
CCCCOc1ccccc1NC(=O)CC1SC(=NCC)N(CC)C1=O (configuration not stated)	5	-4	-4	-2.3	5	1	1	1	0
CCN(CC)CCNC(=O)c1cn(CCOC)c(=O)c2c1c1ccccc1n2C	3	-6	-4	-2.2	5	5	4	1	-2
Cc1ccc(NC(=O)c2ccc(NS(=O)(=O)c3cccc4cccnc34)cc2)cc1	-2	0	-3	1.5	5	-6	1	-4	4
CCOC(=O)c1[nH]c2ccccc2c1NC(=O)CN1CCCCC1	1	4	-1	-2.4	-4	0	-1	-10	2
Cc1cc(C)nc(SCC(=O)Nc2ccc3c(c2)OCO3)n1	-2	-1	4	-0.6	2	1	0	4	2
COc1ccccc1Nc1cc(C(=O)NCc2cccnc2)c2ccccc2n1	6	-8	-4	0.5	9	-5	6	7	2
C/C=C/c1ccc(OCCn2cncn2)c(OC)c1	7	-2	0	.	4	-2	2	6	10
CCOc1ccccc1C(=O)Nc1cccc(-c2nnc(-c3ccccc3)o2)c1	0	-1	3	1.7	5	-8	3	2	0
Cc1c(NC(=O)c2cccnc2Cl)c(=O)n(-c2ccccc2)n1C	5	-4	2	1.2	5	1	2	6	-2

These rows are one share of the data; count on the stated rates, not on these rows.
